CHT allo act: allosteric activators of human choline transporter CHT; actives 0.49% (n = 310,000); B-score at 10 µM; CHT-expressing cells, membrane potential dye, choline EC20; stronger effect = higher value; LV-AA mutant CHT in HEK293 cells;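 active = initial fluorescence not abnormally high and integrated response B-score, plate-corrected, over 3 SD above library mean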
Target sequence (Q9GZV3 whole entry, looked up): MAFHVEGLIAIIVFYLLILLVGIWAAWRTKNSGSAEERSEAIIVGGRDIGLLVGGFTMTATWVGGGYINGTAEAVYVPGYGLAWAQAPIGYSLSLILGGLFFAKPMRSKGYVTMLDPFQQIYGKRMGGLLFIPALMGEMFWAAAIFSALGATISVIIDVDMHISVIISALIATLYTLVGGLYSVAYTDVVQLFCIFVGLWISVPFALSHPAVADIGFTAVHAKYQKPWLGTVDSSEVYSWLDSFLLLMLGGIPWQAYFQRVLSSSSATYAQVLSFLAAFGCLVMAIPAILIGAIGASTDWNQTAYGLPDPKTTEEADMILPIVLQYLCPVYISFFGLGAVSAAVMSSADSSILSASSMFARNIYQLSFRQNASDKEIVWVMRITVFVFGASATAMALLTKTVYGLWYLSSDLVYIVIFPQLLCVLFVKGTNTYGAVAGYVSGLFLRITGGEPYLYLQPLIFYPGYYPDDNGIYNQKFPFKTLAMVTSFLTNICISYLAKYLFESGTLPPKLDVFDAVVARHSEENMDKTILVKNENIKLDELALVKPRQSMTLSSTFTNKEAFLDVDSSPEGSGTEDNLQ
OX1R antagonist: antagonists of human orexin 1 receptor; O43613; CHO/OX1R cells, Fluo-8 calcium fluorescence, orexin A; inhibition, % at 5 µM; actives 0.43% (n = 330,000); AID 434989;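 active = inhibition above its plate's threshold, mean inhibition of all tested compounds on the plate plus 3 SD, cut at about 37% in these data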;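 note: 0% = orexin A challenge wells and 100% = SB-334867-A antagonist wells; not every result past the cut was called active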
Target sequence (O43613 whole entry, looked up): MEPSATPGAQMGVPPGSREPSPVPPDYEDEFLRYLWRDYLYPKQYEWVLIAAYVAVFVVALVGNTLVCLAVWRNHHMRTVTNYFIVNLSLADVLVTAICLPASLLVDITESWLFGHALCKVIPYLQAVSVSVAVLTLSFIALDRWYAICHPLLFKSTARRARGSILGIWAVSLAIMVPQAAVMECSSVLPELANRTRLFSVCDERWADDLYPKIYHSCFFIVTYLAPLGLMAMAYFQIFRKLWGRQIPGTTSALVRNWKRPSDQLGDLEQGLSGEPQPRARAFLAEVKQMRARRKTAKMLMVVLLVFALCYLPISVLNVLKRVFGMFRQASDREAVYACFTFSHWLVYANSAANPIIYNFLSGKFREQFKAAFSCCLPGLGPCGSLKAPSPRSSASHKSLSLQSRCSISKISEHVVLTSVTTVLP
* marks the source's active call; other numbers are inactive results; i = inactive; · = no result given. An unsorted share of the library; any-hit rate near 0.8%.

SMILES,CHT allo act,OX1R antagonist
O=C(Nc1ccc(S(=O)(=O)N2CCCCC2)cc1)C1CC(=O)N(Cc2ccccc2)C1 (stereo not given),i,-12
COc1nn(-c2nc(-c3ccccc3)cc(C(F)(F)F)n2)cc1[N+](=O)[O-],i,-5
Cc1[nH][nH]c(=O)c1C(c1c(C)[nH][nH]c1=O)c1cn(Cc2ccc(F)cc2)c2ccccc12,i,-25
CC(C)c1[nH]nc2c1C(Cc1ccccc1)C(C#N)=C(N)O2 (stereo not given),i,-10
COC(CNC(=O)CCc1c(C)nc2c(c(C)nn2-c2ccc(C)cc2)c1C)OC,i,·
Cc1c(Cl)cccc1NC(=S)N1CCCN(Cc2ccc(F)cc2)C1,i,2
O=C(NNC(=S)Nc1ccc(F)cc1)c1cccc([N+](=O)[O-])c1,i,-1
CCCCSc1nc(C)c(CC(=O)OC)c(=O)[nH]1,i,-14
Cc1ccc(C)c(-n2c(CNC(=O)c3ccco3)nnc2SCC(=O)Nc2nnc(C)s2)c1,i,-8
Cc1ccc(S(=O)(=O)NCCOc2nc(N(C)C)nc(N3CCOCC3)n2)cc1,i,-1
Cn1c2ccccc2c(=O)c2cc(NCCCN3CCOCC3)ccc21,·,-21
CCn1cnc2cc([N+](=O)[O-])ccc21,i,0
O=C(Nc1ccccc1Sc1ccccc1)c1ccccc1F,i,-27
CCOC(=O)c1cnc(-n2nc(C)cc2C)nc1NCCc1ccccc1,i,-40
Cc1ccc(S(=O)(=O)NCC(=O)NCc2cc(=O)n(C)c(=O)n2C)cc1C,i,-5
O=C(NCCCCCCNC(=O)c1cccs1)c1cccs1,i,-17
O=C(CCN1C(=O)c2ccccc2S1(=O)=O)N1CCN(c2ccc(F)cc2)CC1,i,-8
CC1=NNC(=O)C1Cc1ccccc1C (stereo not given),i,-13
COc1cc(C2C(C(=O)c3ccco3)=C(O)C(=O)N2CC2CCCO2)ccc1O (stereo not given),i,-1
O=C(NCC1CCCO1)c1ccc2c(c1)N(Cc1ccccc1)C(=O)CS2=O (stereo not given),i,-31
CC1(C)Cc2c(c(-c3ccco3)[nH]c(=O)c2C#N)CS1,i,-10
O=C(O)c1sccc1SCc1ccc(Cl)cc1Cl,i,-6
O=C1OCC2=C1C(c1ccc3c(c1)OCO3)Sc1ccccc1N2 (stereo not given),i,-2
CCC(C)NC(=O)C1CCC(CNS(=O)(=O)c2cccc3nsnc23)CC1 (stereo not given),i,-8
CC1CCN(S(=O)(=O)c2cccc(C(=O)NNC(=O)c3ccco3)c2)CC1,i,-15
COc1ccc(NS(=O)(=O)c2cnc[nH]2)cc1,i,4
CC(=O)c1ccc(S(=O)(=O)NCCC(=O)NC(C)c2ccncc2)cc1 (stereo not given),·,-10
O=C1COc2ccc(C(=O)COC(=O)/C=C/c3ccco3)cc2N1,·,-2
CCOc1ccc(S(=O)(=O)N2CCN(c3ccc(C)cc3C)CC2)cc1,i,-18
COC(=O)c1sccc1NC(=O)CCC1CCCC1,i,-19

Next section
SMILES,CHT allo act,OX1R antagonist
CCN(CC)c1ccc(C(=O)OCC(=O)Nc2cc(C)on2)cc1,·,-7
Cn1cc(Br)c(C(=O)NC2CCCCC2)n1,i,-5
O=C(CN1C(=O)CCC1=O)Nc1nc(-c2nc3ccccc3s2)cs1,i,-9
Cc1c(C(=O)N2CCN(C)CC2)oc2ccc(Br)cc12,i,-9
COc1ccccc1CC(=O)N1CCN(c2ccc(F)cc2)CC1,i,-13
O=C1NC(=Nc2ccc(Cl)cc2)SC1Cc1cccc(Cl)c1Cl (stereo not given),i,-13
CC(C)(C)c1cc(C(=O)O)n[nH]1,i,-8
O=C(NCCc1ccccc1)C(NS(=O)(=O)c1cccc2nsnc12)c1ccccc1 (stereo not given),i,-15
C=CCN(c1ccccc1)S(=O)(=O)c1cccc(C(=O)O)c1,i,4
O=C(Nc1nc(-c2ccc(F)cc2)cs1)C1CCCO1 (stereo not given),i,-12
C=CCn1c(C)nc2ccccc2c1=O,i,-8
CCN(CC)C(=O)C1=C(C)NC(=S)NC1c1cn(-c2ccccc2)nc1-c1ccc(Cl)cc1 (stereo not given),i,-9
CCCN1C(=O)c2ccccc2NC1c1ccc(OC)cc1O (stereo not given),i,-23
COc1cccc(OCCOCC(O)CN2CCN(Cc3ccc(Cl)cc3)CC2)c1 (stereo not given),i,-9
O=C(Nc1ccccc1F)c1cc2nc(C(F)F)cc(C(F)F)n2n1,i,-24
Cc1nc(-c2ccccc2)nn1-c1ccc([N+](=O)[O-])cc1,i,-21
O=C(NCc1ccc(Cl)c(Cl)c1)c1cccnc1,i,-1
Cc1ccc(S(=O)(=O)N2CCC(C(=O)NCc3ccccc3CN3CCCC3)CC2)cc1,·,-18
CSc1nnc(-c2cnccn2)n1CCCN1CCCC1=O,i,-16
CCn1cc(C(=O)NCCCOC(C)C)c(=O)c2cc(S(=O)(=O)N3CCCC3)ccc21,i,-15
CCOC(=O)c1cc(NC(=O)Cc2ccc(S(=O)(=O)N3CCOCC3)s2)cc(C(=O)OCC)c1,i,0
Cn1c(SCC(=O)Nc2ccc(C(=O)O)cc2)nc2scc(-c3ccccc3Cl)c2c1=O,·,-7
COCCn1c(C)cc(C(=O)CSc2nc(C)cc(C)c2C#N)c1C,i,-1
CC1CCc2nc(NC(=O)Cc3cccs3)sc2C1 (stereo not given),i,-25
CCCC(CCC)C(=O)OC1C[C@H]2CC[C@@H](C1)[N+]2(C)C (stereo not given in full),i,-3
O=C(N/N=C/c1ccncc1)c1ccc(NS(=O)(=O)c2cccs2)cc1,i,-6
CCN(CC)CCCNC(=O)c1ccc(OCC(=O)Nc2ccccc2C(F)(F)F)c(OC)c1,i,-22
COc1ccc(CNC(=O)CSc2nn3c(=O)c(C(C)(C)C)nnc3s2)cc1OC,i,-29
O=C(C1=C(O)C(=O)N(CCOCCO)C1c1cccs1)c1cccs1 (stereo not given),i,-1
O=c1[nH]c2ccc(NCc3ccc(F)cc3)cc2[nH]1,i,-6

Continued.
SMILES,CHT allo act,OX1R antagonist
CCOC(=O)Cn1c(CN2CCN(C(=O)c3ccco3)CC2)nc2c1c(=O)n(C)c(=O)n2C,i,-15
CC(Sc1nc(-c2ccccc2)cc(=O)[nH]1)C(=O)O (stereo not given),i,-7
COc1ccc(OC(C)C(=O)NC2CCCCCC2)cc1 (stereo not given),i,-12
CCc1ccc(NC(=O)C/C(C)=N/NC(=O)COc2ccccc2C)cc1,i,-29
O=C(CCNC(=O)c1ccccc1)N=Nc1c(O)[nH]c2ccccc12,i,-11
CCOC(=O)c1ccc(Nc2cnc3ccccc3n2)cc1,i,46*
COc1ccc(C2SCC(=O)N2c2c(C)n(C)n(-c3ccccc3)c2=O)cc1 (stereo not given),i,-6
Nn1c(SCC(=O)N2CCN(S(=O)(=O)c3ccccc3)CC2)nnc1-c1cccs1,i,-25
Nc1nc(CN2CCN(c3ccccc3F)CC2)nc(Nc2ccccc2)n1,i,-16
Cc1ccc(Cl)cc1NC(=O)COC(=O)CC1CCCCC1,·,6
COc1cccc(-c2nnc(NC(=O)c3ccc(S(=O)(=O)N4CC(C)OC(C)C4)cc3)o2)c1 (stereo not given),i,-8
C/C(=N\NC(=O)Cc1cccn1C)c1ccc2ccccc2c1,i,-5
Cc1cccc2c(C(=O)N3CCN(c4ccccn4)CC3)cc(-c3cccc(Br)c3)nc12,i,-28
N/C(CN1CCSCC1)=N\OCc1c(F)cccc1Cl,i,-7
N#CCCCC#Cc1ccc2c(c1)COc1c3ccccc3nn1-2,i,-35
CSc1ccc(/C=C(/NC(=O)c2ccc(C)cc2)C(=O)Nc2cccc(F)c2)cc1,i,-6
CC(C)NC(=O)COC(=O)c1ccc(Cl)c(S(=O)(=O)N2CCCC2)c1,i,3
COc1ccc(N(CCCN2C(=O)c3cccc4cccc(c34)C2=O)C(=O)c2ccncc2)cc1,i,-15
O=C(NCc1cccs1)C1CC(c2ccccc2O)=NO1 (stereo not given),i,-23
CN(C)Cc1c(O)ccc2c(=O)c(-c3ccccc3Cl)coc12,i,-7
Cc1c(NS(=O)(=O)c2cc(C(=O)N3CCCC(C)C3)ccc2Cl)c(=O)n(-c2ccccc2)n1C (stereo not given),·,-1
CC(C)Oc1nc(-c2ccc(Cl)cc2)nc2ccccc12,i,-23
COc1ccc([C@@H]2CC=C(C(=O)O)[C@H](c3ccccc3)N2S(=O)(=O)c2ccc(C)cc2)cc1OC,i,-4
N#Cc1ccc(OCC(O)CN2CCN(C(c3ccccc3)c3ccccc3)CC2)cc1 (stereo not given),i,0
COc1cc(OC)cc(C2=NCCN2)c1,i,-11
COc1cccc(/C=N/NC(=O)c2cccc3ccccc23)c1,i,·
COc1cc(CCC(C)NCc2ccccc2)ccc1O (stereo not given),i,-17
O=[N+]([O-])c1ccc(S(=O)(=O)Nc2nc(-c3ccccc3)cs2)cc1,i,-8
COc1ccc(CNc2nc3ccccc3n2CCN2CCCCC2)cc1,i,-29
Cn1c(=S)n(/N=C/c2cccs2)c2ccccc21,i,-19

2 compounds drawn at random from those above:
SMILES,CHT allo act,OX1R antagonist
O=C(NNC(=S)Nc1ccc(F)cc1)c1cccc([N+](=O)[O-])c1,i,-1
O=C(NCCCCCCNC(=O)c1cccs1)c1cccs1,i,-17

(next part)
SMILES,CHT allo act,OX1R antagonist
CC1CN(S(=O)(=O)c2cccc(C(=O)NCc3ccccn3)c2)CC(C)O1 (stereo not given),·,-13
COCc1cc(C)nc(SCc2ccccc2Cl)c1C#N,i,-27
CN1CCN(c2oc(-c3ccccc3F)nc2S(=O)(=O)c2ccc(Cl)cc2)CC1,i,-4
COC(=O)c1ccc(Cn2nnc3c(=O)[nH]c(C4CCN(S(=O)(=O)c5ccc(F)cc5)CC4)nc32)cc1,i,-35
O=C1CCC(C(=O)OCc2nnc(-c3ccc(Cl)cc3)o2)=NN1,i,-22
O=C(CSc1nc(-c2cccs2)cc(C(F)(F)F)n1)NCCCn1ccnc1,i,-14
Cc1nc2ccsc2c(=O)n1-c1ccc(Cl)cc1,i,-7
CCOC(=O)C(=N/O)/C(C)=N/NC(C)=O,i,6
COc1cc2[nH]c3c(=O)n(CCN(C(C)C)C(C)C)cnc3c2cc1OC,i,4
N#Cc1c(NC(=O)/C=C/c2ccco2)sc2c1CCCC2,i,-9
CSc1cccc(NS(=O)(=O)c2ccccc2)c1,i,-7
Cc1ccc(Cc2c(C)nc3nc(SCC(=O)NCCCN4CCOCC4)nn3c2C)cc1,i,-23
C/C(=N\NC(=O)c1cccc(S(=O)(=O)N2CCCC2)c1)c1ccc(OCC(=O)N(C)C)cc1,i,-17
O=[N+]([O-])c1cccc2c(S(=O)(=O)N3CCOCC3)cccc12,i,-20
Cc1ccc(/C=C2\SC(=S)N(CCC(=O)NNC(=O)c3cccc(O)c3)C2=O)cc1,i,11
COCCNC(=O)CN(C(=O)CCC(=O)Nc1ccccn1)c1ccc(C)cc1C,i,-24
Cc1ccc(-c2ccc(/C=C3\SC(N4CCOCC4)=NC3=O)o2)cc1,i,-31
CCOC(=O)c1[nH]c(C)c(/C(O)=C2\C(=O)C(=O)N(CCN3CCOCC3)C2c2ccco2)c1C (stereo not given),i,-34
CC(C)N(C(=O)CSc1nnc(NC(=O)C2CCC2)s1)C(C)C,i,-7
CCOC(=O)C1=CCN(Cc2ccccc2)CC1,i,-18
O=C(CN1C(=O)/C(=C/c2ccccc2F)Sc2ccccc21)NCC1CCCO1 (stereo not given),i,22
CCn1c(CNS(=O)(=O)c2ccc(Cl)cc2)n[nH]c1=S,i,-10
COc1cc(/C=C2\C(=N)N3N=C(S(C)(=O)=O)SC3=NC2=O)cc(OC)c1OCCOc1ccccc1C,i,-8
CCCCCC(=O)Cc1cc(O)cc2c1C(=O)Oc1cc(O)c(C(=O)O)c(CCCCC)c1O2,i,-40
c1ccc(-c2cc(N3CCCCC3)nc(-c3ccccc3)n2)cc1,i,8
CC(C)CN(C(=O)CSc1n[nH]c(-c2cccs2)n1)C1CCS(=O)(=O)C1 (stereo not given),·,-12
COc1ccc(/C=N/NC(=O)c2ccccc2O)cc1Cn1cc(Cl)cn1,i,-18
CCOP(=O)(OCC)c1nc(-c2ccc(C)cc2)oc1NCc1ccccc1,i,-35
CCCc1cc2c(cc1NC(=O)c1ccccc1Cl)OCO2,i,-18
COc1ccc(C(C)=O)cc1COC(=O)c1ccc(OCc2c(C)noc2C)cc1,i,-21
O=C(NNc1c2ccccc2nc2ccccc12)c1cc2ccccc2cc1O,i,33
CCc1ccccc1N1CC(C(=O)Nc2cc(C)on2)CC1=O (stereo not given),i,-12

Shown with values under each structure: 4 of the compounds above.
Values run as follows: CHT allo act | OX1R antagonist
COCCNC(=O)CN(C(=O)CCC(=O)Nc1ccccn1)c1ccc(C)cc1C
  i | -24
Cc1ccc(-c2ccc(/C=C3\SC(N4CCOCC4)=NC3=O)o2)cc1
  i | -31
CCOC(=O)c1[nH]c(C)c(/C(O)=C2\C(=O)C(=O)N(CCN3CCOCC3)C2c2ccco2)c1C (stereo not given)
  i | -34
CC(C)N(C(=O)CSc1nnc(NC(=O)C2CCC2)s1)C(C)C
  i | -7

Marked active in OX1R antagonist, among the entries above:
smiles | OX1R antagonist
CCOC(=O)c1ccc(Nc2cnc3ccccc3n2)cc1 | 46*
